FBW7 activator: human FBW7 E3 ligase activation, primary screen; Q969H0; AID 1259310; AlphaScreen FBW7–phospho-cyclin E peptide binding, activator screen; 0.13% of 650,000 active; normalized activity (activation), % at 26.1 µM; in the data active means normalized activity above about 1.9%;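 further: purified mutant Fbw7 with reduced substrate affinity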
Target sequence (Q969H0 whole entry, looked up): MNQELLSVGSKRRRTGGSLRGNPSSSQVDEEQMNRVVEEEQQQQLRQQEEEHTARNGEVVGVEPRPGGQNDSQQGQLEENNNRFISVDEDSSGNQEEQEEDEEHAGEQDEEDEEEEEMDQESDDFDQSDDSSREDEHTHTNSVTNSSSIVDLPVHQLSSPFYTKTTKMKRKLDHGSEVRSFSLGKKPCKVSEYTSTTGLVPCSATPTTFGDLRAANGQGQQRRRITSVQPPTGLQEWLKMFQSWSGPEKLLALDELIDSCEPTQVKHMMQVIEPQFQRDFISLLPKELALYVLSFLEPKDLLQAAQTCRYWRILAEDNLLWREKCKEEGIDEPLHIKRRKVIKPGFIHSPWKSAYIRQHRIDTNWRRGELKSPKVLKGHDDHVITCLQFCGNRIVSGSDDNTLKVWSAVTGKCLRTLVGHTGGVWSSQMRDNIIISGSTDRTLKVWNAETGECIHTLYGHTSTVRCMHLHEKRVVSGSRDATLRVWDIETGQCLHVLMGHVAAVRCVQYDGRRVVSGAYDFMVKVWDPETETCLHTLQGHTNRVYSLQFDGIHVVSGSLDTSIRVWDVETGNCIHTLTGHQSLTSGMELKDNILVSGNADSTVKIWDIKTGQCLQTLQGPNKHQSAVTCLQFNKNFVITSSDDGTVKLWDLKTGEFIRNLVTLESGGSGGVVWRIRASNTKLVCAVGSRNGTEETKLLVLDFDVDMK
MITF inh: blocks human microphthalmia-associated transcription factor. AlphaScreen MITF homodimerization, bead proximity signal. 0.91% of 650,000 active. inhibition, % at 2.6 µM. AID 1259374; in the data active means inhibition above about 50%;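 further: 0% = vehicle wells with protein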
GPR151 ag: activators of human GPR151; Q8TDV0; PathHunter beta-arrestin GPR151 cells, luminescence; activation, % at 11.2 µM; 1% of 650,000 active; in the data active means activation above about 4.9%;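 further: 0% = median of compound wells and 100% = cells with positive control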
Target sequence (Q8TDV0 whole entry, looked up): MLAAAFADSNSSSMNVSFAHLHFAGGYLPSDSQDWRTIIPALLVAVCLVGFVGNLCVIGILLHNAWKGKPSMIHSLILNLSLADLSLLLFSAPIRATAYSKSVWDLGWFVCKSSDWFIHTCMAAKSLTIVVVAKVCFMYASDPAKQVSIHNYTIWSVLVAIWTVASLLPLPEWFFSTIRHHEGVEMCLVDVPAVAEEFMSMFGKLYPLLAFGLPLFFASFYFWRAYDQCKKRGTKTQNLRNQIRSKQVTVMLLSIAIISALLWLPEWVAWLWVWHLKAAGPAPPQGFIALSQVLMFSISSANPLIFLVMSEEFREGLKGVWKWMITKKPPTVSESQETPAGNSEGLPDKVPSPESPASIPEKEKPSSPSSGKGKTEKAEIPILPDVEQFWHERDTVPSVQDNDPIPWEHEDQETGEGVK
TEAD-YAP block: TEAD-YAP interaction inhibition | HEK-TIYL cells, TEAD-Gal4/YAP UAS-luciferase luminescence | inhibition, % at 9.12 µM | 1.4% of 640,000 active; in the data active means inhibition above about 32%;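 further: 0% = median of test compound wells and 100% = reference inhibitor wells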
* marks the source's active call; other numbers are inactive results.

Results follow in this order: FBW7 activator, MITF inh, GPR151 ag, TEAD-YAP block
O=C(Nc1ccc(F)cc1)C1CC2CCCN2C12C(=O)Nc1ccccc12 (stereo unspecified)
    0.2, 3, -0.2, 6
CC(C)CNC(=O)c1ccc(Cl)c(Cl)c1
    -0.1, -1, 0.4, -5
CCSc1nnc2c(n1)OC(c1ccc(SC)cc1)Nc1ccccc1-2 (stereo unspecified)
    0.7, -12, -1.8, -2
Cn1c(=O)[nH]c(=O)c2c1ncn2CCCNC1=NCCCC1
    0.1, 15, -1.4, -12
Cc1cc(-c2nnc(NC(=O)c3ccc(-c4ccccc4)cc3)o2)nn1C
    -0.1, 8, -1.2, 16
O=[N+]([O-])c1ccc(Nc2cc(Nc3cccc(O)c3)c3nonc3c2[N+](=O)[O-])c(O)c1
    -0.1, 6, -1.2, -8
CCn1cc(CN2CCN(Cc3ccc(OC)c(C)c3C)C(CCO)C2)cn1 (stereo unspecified)
    0.0, -4, -0.2, -9
O=c1oc2c3c4c(cc2cc1-c1nnc(Nc2ccccc2)s1)CCCN4CCC3
    0.5, 1, -0.3, -4
COc1ccc2c(c1OC)C(=O)N1N=C(c3ccc(I)cc3)CC21 (stereo unspecified)
    0.2, -14, 0.7, 1
CC(C)C(=O)N1CCC2(CC1)NC(=O)N(Cc1ccc(Cl)cc1)C2=O
    0.1, -17, -0.3, 0
Cn1nccc1Nc1cc(C(=O)Nc2ccc3c(c2)OCO3)ccn1
    0.2, 15, 0.1, -7
Cc1ccc(C(=O)OC(COc2ccccc2)CN(C)C2=NS(=O)(=O)c3ccccc32)cc1 (stereo unspecified)
    0.5, -12, 1.5, 12
O=C(CSc1nc2ccccc2[nH]1)Nc1ccc(Br)cn1
    0.0, -13, 1.8, 76*
O=C(COc1cccc2c1CCN(Cc1ccc(Br)cc1)C2=O)NC1CCCCC1
    0.1, 9, -0.5, -4
Cc1[nH]c2ccccc2c1C(=O)C(=O)Nc1cccc(Br)c1
    -0.1, 0, 0.2, -20
O=C1CC2c3ccccc3C1C1C(=O)N(CC34CC5CC(CC(C5)C3)C4)C(=O)C21 (stereo unspecified)
    0.0, 10, 0.8, -1
CC(C)c1ccc(C2Nc3ccccc3C(=O)N2c2ccc(C(C)C)cc2)cc1 (stereo unspecified)
    -0.2, -4, -1.3, -19
Cc1ccccc1-c1cnnc(NCCc2cnccn2)n1
    0.1, 8, 1.4, 0
CC(C)(C)c1ccccc1OCCCSC#N
    -0.1, 16, 0.3, -4
Cc1nc(NC(=O)c2ccccc2Cl)sc1C(=O)N1CCOCC1
    0.0, 6, -1.2, -19
CCN(CC)C(=O)CSc1nnc(SCc2ccccc2)s1
    -0.2, -1, -1.3, -9
CCC1C(=O)N=C(SCC(=O)Nc2ccccn2)NC1=O (stereo unspecified)
    0.0, 0, 0.7, -5
CCOc1ccc(-c2nc3s/c(=C\c4ccccc4Cl)c(=O)n3n2)cc1
    -0.1, 4, 0.1, 2
CC1(C)N=C(c2ccc(Cl)cc2Cl)C(=O)N1
    0.0, 5, -1.1, 7
COc1ccc([C@H]2C[C@@H](OC(C)=O)C(=O)N2C)cc1
    -0.1, -3, -0.5, 13
CCCCCn1c(=O)[nH]c2cc(C(=O)NCCc3ccc(OC)c(OC)c3)ccc2c1=O
    -0.1, -10, 1.7, -2
COc1ccc(C(N)P(=O)(O)O)cc1OC (stereo unspecified)
    0.0, 25, -0.8, 6
Cc1cccc(C(=O)Nc2nnc(C/C(N)=N/O)s2)c1
    0.6, -11, -2.8, -1
Cc1nc(N2CCC(NCc3csc(-c4cccs4)n3)CC2)nc2ccc(F)cc12
    0.0, -7, -0.5, -10
COc1ccc(CC(=O)c2ccc(O)c(CN3CCC(C)CC3)c2O)cc1OC
    -0.4, 5, 1.9, 9
Cc1ccc(NC(=O)CN2C(=O)N/C(=C/c3cccn3-c3ccc(C(=O)O)cc3)C2=O)cc1
    -0.2, 79*, -0.3, 1
CCOC(=O)C1=C(C)N=c2s/c(=C/c3ccccc3F)c(=O)n2C1c1ccc(OC(C)=O)cc1 (stereo unspecified)
    0.0, 12, 3.0, -4
COc1ccc(NC(=O)CSc2ccc(C(N)=O)cc2[N+](=O)[O-])cc1S(N)(=O)=O
    0.0, 0, 0.4, 6
CCN(CC)c1ccc2cc(-c3nc(-c4ccc(Br)cc4)cs3)c(=Nc3cccc(OC)c3)oc2c1
    0.0, -4, 0.9, 3
CSc1c(CC(=O)Nc2cccc(C(F)(F)F)c2)n(C)c2ccccc12
    0.2, 12, 1.3, 1
O/N=C1\CCCc2nonc21
    0.0, -4, 0.9, 4
CC(=O)NC(c1ccco1)c1ccc2cccnc2c1O (stereo unspecified)
    -1.8, 77*, 0.1, 44*
CCOC(=O)c1cnc2ccc(OCC)cc2c1Nc1ccccc1F
    -0.1, -22, -1.2, -12
CCN(CC)C(=O)C1CCCN(C/C=C/c2ccccc2[N+](=O)[O-])C1 (stereo unspecified)
    0.2, 24, 0.1, -4
COCCCNC(=O)NCc1ccc(Cl)cc1
    0.0, 13, -0.2, -6

Laid out differently: entries from further up.
| Compound | FBW7 activator | MITF inh | GPR151 ag | TEAD-YAP block |
| --- | --- | --- | --- | --- |
| O=c1oc2c3c4c(cc2cc1-c1nnc(Nc2ccccc2)s1)CCCN4CCC3 | 0.5 | 1 | -0.3 | -4 |
| COc1ccc2c(c1OC)C(=O)N1N=C(c3ccc(I)cc3)CC21 (stereo unspecified) | 0.2 | -14 | 0.7 | 1 |
| CC(C)C(=O)N1CCC2(CC1)NC(=O)N(Cc1ccc(Cl)cc1)C2=O | 0.1 | -17 | -0.3 | 0 |
| Cn1nccc1Nc1cc(C(=O)Nc2ccc3c(c2)OCO3)ccn1 | 0.2 | 15 | 0.1 | -7 |
| Cc1ccc(C(=O)OC(COc2ccccc2)CN(C)C2=NS(=O)(=O)c3ccccc32)cc1 (stereo unspecified) | 0.5 | -12 | 1.5 | 12 |

Not a retest: entries from further up.
Results follow in this order: FBW7 activator, MITF inh, GPR151 ag, TEAD-YAP block
COc1ccc([C@H]2C[C@@H](OC(C)=O)C(=O)N2C)cc1
    -0.1, -3, -0.5, 13
CCCCCn1c(=O)[nH]c2cc(C(=O)NCCc3ccc(OC)c(OC)c3)ccc2c1=O
    -0.1, -10, 1.7, -2

New compounds follow
Results follow in this order: FBW7 activator, MITF inh, GPR151 ag, TEAD-YAP block
COc1ccc(C(=O)NCC(c2cccnc2)N2CCN(c3ccccc3OC)CC2)cc1 (stereo unspecified)
    0.1, 11, -0.5, 16
CC1Cc2ccccc2N1S(=O)(=O)c1ccc(S(=O)(=O)N2CCOCC2)cc1 (stereo unspecified)
    -0.1, 8, 0.6, -2
CC(C)=CCN1CCN(Cc2cn[nH]c2-c2cccc(F)c2)CC1CCO (stereo unspecified)
    -0.1, -7, 0.9, 4
COc1ccc(-c2cnn3ccc(NCc4cccnc4)nc23)c(OC)c1
    -0.8, -17, -0.8, 2
COC(=O)c1ccc2nc(NS(=O)(=O)c3ccc(C)cc3)sc2c1
    0.2, 12, -0.3, 4
O=C(c1ccc(-n2c(=S)[nH]c3ccccc3c2=O)cc1)N1CCN(Cc2ccccc2)CC1
    -0.3, 4, 1.7, 2
O=C(CSc1ccc(Cl)cc1)NCCSCc1ccco1
    0.0, -3, -1.0, -3
O=C(N/N=C/C=C\c1ccco1)c1ccccn1
    -0.2, 101*, -0.1, -56
CC(=O)CCc1ccc(OCCCN2CCN(C)CC2)cc1
    -0.1, -2, -2.1, 1
Cc1nc(Nc2cccc([N+](=O)[O-])c2)nc(N(C)c2ccccc2)c1[N+](=O)[O-]
    0.1, 9, 0.7, -6
CC(=O)c1cc(C(=O)CC(=O)Nc2ccc([N+](=O)[O-])cc2)sc1Nc1ccccc1
    0.6, -3, 2.7, -6
CCOc1ccc(Cl)cc1S(=O)(=O)N1CCC(C(N)=O)CC1
    0.2, 12, -1.7, -1
O=C(N/N=C/c1ccccc1[N+](=O)[O-])C(=O)N1CCCC1
    0.1, -6, -2.2, -18
Cc1cccc(CN2CCN(Cc3cc(CC(C)C)n[nH]3)CC2CCO)n1 (stereo unspecified)
    0.3, 8, -1.6, 6
COc1ccc(C(=O)N(CN2CCCC2=O)c2ccccc2OC)cc1
    0.1, 4, 1.0, 7
CSc1ccccc1C(=O)Nc1ccc(I)cc1
    0.6, 7, 2.4, -5
COc1cccc(-n2c(=S)sc3c(=O)n(-c4ccccc4C)c(=S)[nH]c32)c1
    0.1, 15, 1.0, 4
Cc1cc(C)cc(Oc2c(C(F)(F)F)oc3c(CN4CCCCC4)c(O)ccc3c2=O)c1
    0.2, 14, -2.0, -3
COc1ccc(-c2[nH]ncc2CN2CCc3nnc(C4CCCO4)n3CC2)cc1 (stereo unspecified)
    0.0, 8, 1.0, 13
Cc1cccc(-n2c(C)c(C)n3c4c(=O)n(CC(C)C)c(=O)n(C)c4nc23)c1
    0.1, 18, 0.2, 0
COc1ccccc1NC(=O)N(CC(=O)Nc1sc(C)c(C)c1C(N)=O)C1CCCC1
    -0.1, -17, 0.4, -10
Cc1[nH]c(=O)n(C)c(=O)c1CCC(=O)Nc1ccc(F)cc1F
    -0.2, 8, 0.0, -3
OC(COC1CCCCC1)Cn1c2ccccc2c2ccccc21 (stereo unspecified)
    -0.1, -4, -0.4, -9
CCc1ccc(N2C(=S)NC3c4cccc(OC)c4OC2(C)C3C(=O)Nc2ccc(Cl)cc2)cc1 (stereo unspecified)
    0.0, 6, -1.7, -8
COc1ccc(NC(=O)CSc2nc3ccccc3c(=O)n2CCCC(=O)NCc2ccccc2)c(OC)c1
    0.0, 3, 7.5*, 0
CN(C)CCN1C(=O)C(=O)/C(=C(\O)c2ccc(F)cc2)C1c1ccc(Cl)cc1 (stereo unspecified)
    0.0, -1, -0.5, -1
CN(C)c1ccc(CCCNC(=O)c2cc3ccccc3oc2=O)cc1
    -0.2, 1, 1.9, 7
COc1ccc(C)cc1Cn1cnc([N+](=O)[O-])n1
    -0.2, -10, 1.2, 10
CCOC(=O)c1c(-c2cccc([N+](=O)[O-])c2)csc1NC(=O)c1cccs1
    0.0, 2, -0.1, -2
CCCNC(=O)c1ccc2c(c1)N(Cc1ccccc1)C(=O)CS2=O (stereo unspecified)
    0.5, -13, -1.0, 7
COc1ccc(CCNC(=O)CNS(=O)(=O)c2cccs2)cc1OC
    0.1, 15, -0.1, -25
CC(C)CCNC(=O)CSc1nc2ccsc2c(=O)n1CCc1ccc(Cl)cc1
    -0.1, 9, -2.1, 4
C=CCn1cc(C(=O)c2cc(F)ccc2OCc2ccc(C#N)cc2)cc(C#N)c1=O
    0.2, 2, -2.9, 1
COc1cc(SC#N)ccc1N/C=C(\C=O)c1nc2ccccc2o1
    -1.0, -1, 0.8, 19
Cc1ccc(Nc2nnc(-c3ccc(C)c(S(N)(=O)=O)c3)c3ccccc23)c(C)c1
    0.2, 14, 0.1, 3
O=C(NCC1CCCO1)c1cc(Sc2ccc(Cl)cc2)nc2ccccc12 (stereo unspecified)
    0.2, 11, 1.4, 9
Cc1cc(OCCN2CC(C)CC(C)C2)ccc1[N+](=O)[O-] (stereo unspecified)
    -0.2, 15, -0.7, 1
Cc1cc(Cl)ccc1OCC(=O)NCCC(=O)O
    -0.1, 0, -1.1, 7
CC(C)OC(=O)Cc1c(O)c2ccccc2[nH]c1=O
    -0.2, -1, 1.0, 4
COC(=O)c1ccc(/C=C/c2nc(O)c([N+](=O)[O-])c(=O)[nH]2)cc1
    -0.1, 4, 1.7, -1
OCC1CCCN1c1nc(NCc2ccccc2)c2[nH]cnc2n1 (stereo unspecified)
    -0.1, 2, -1.7, 2
O=c1c2c(nc3nc[nH]n13)CN(Cc1ccccc1)CC2
    -0.1, -9, 1.8, -7
Cc1ccc(N2CC(O)(c3ccc4c(c3)OCCO4)[N+]3=C2CCCC3)cc1 (stereo unspecified)
    -0.4, 6, -0.5, -6
CCc1ccc(OCC2c3cc(OC)c(OC)cc3CCN2C(=O)COc2ccccc2)cc1 (stereo unspecified)
    -0.1, -1, -0.7, 1
CCOC(=O)N1CCN(Cc2nc3c(c(=O)[nH]c(=O)n3C)n2C(C)C(C)=O)CC1 (stereo unspecified)
    -0.3, 0, 2.0, 0
Cc1nc(-c2ccc(Nc3nccc(-c4ccccc4)n3)cc2)n[nH]1
    0.5, 8, -0.6, -33
Cc1ccc2nc(NC(=O)c3ccc(N4C(=O)CCC4=O)cc3)sc2c1
    -0.6, 2, 1.7, -16
CCCOc1ccccc1NC(=O)COc1ccc(OCC)cc1
    1.2, 1, 0.4, 7
Cc1cccc(CNC(=O)CCC2(Cc3cccs3)CCC(=O)N2)n1 (stereo unspecified)
    -0.1, 6, -0.4, 0
Fc1ccc(NC(=S)Nc2ccccn2)cc1
    0.1, 9, -0.2, -1
CC(C)C(=O)Nc1cc(C(F)(F)F)cc(C(F)(F)F)c1
    -0.1, -8, -1.0, -4
O=C(NCCOc1cccc(Cl)c1Cl)c1cncc(Br)c1
    -0.2, -1, -0.6, -1
C=CCn1c(=O)c2ccccc2n2c(SCCC)nnc12
    -0.1, 1, 0.2, 5
CCCOc1ccc(/C=C(/C#N)C(=O)Nc2ccccc2)cc1
    0.3, 8, 1.7, -1
CCN(CC)S(=O)(=O)c1cccc(NC(=O)COC(=O)c2[nH]c(C)c(C(C)=O)c2C)c1
    0.2, 4, -1.9, 31
COc1cccc(-n2c(SCC(=O)NNC(C)=O)nnc2-c2ccccn2)c1
    -0.1, 9, 1.2, -2
CC1(C(=O)N/N=C/c2ccccc2F)Oc2ccccc2NC1=O (stereo unspecified)
    0.0, -4, 2.8, -8
C=CCn1c(SCC(=O)NCC2CCCO2)nc2sc3c(c2c1=O)CCCCC3 (stereo unspecified)
    0.0, -1, -0.6, -2
COc1cc(=O)n2c(c1C(=O)NCCC(C)C)CCN(Cc1c(F)cccc1F)CC2
    -0.1, 4, -0.9, 6

High-throughput results deposited in PubChem BioAssay by The Scripps Research Institute Molecular Screening Center.
